Assay outcomes as filed in PubChem BioAssay.
GalR3 antagonist – blocks the human galanin receptor 3 | O60755 | HEK293 GalR3-CNG cAMP membrane potential fluorescence; galR3 body fused to GalR1 C-terminus | inhibition, % at 3 µM | actives 0.44% (n = 360,000) | AID 651719;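 active = inhibition above the screen-wide average plus 3 SD, cut at about 13% in these data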;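 note: forskolin and galanin both at EC90 stimulate the cells; cAMP rise reported by CNG channel membrane potential dye signal; 0% = forskolin plus galanin with DMSO and 100% = forskolin alone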
Target sequence (O60755 1-299 limits assumed): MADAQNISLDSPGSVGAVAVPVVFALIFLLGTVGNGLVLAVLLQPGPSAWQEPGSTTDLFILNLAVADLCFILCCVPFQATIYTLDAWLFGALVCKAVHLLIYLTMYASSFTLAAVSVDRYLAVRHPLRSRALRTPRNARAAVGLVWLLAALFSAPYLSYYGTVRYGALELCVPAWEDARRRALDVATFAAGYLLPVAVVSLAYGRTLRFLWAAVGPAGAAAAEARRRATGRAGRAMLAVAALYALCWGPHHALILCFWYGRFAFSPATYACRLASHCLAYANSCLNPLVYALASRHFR
MEKK2 mut-MEK5 – signal of MEK5 binding to mutant human MEKK2 PB1 domain; actives 0.35% (n = 290,000); AID 1530; bead flow cytometry, Alexa488-MEK5 binding to MEKK2 mutant; percent response, % at 10 µM; in the data active = percent response above about 24%, passing the limit was not always enough; note: inactives centre near 1; some results filed as inactive read as strong as hits; reference of the scale not given here
M18AAP inhibitor – blocks P. falciparum M18 aspartyl aminopeptidase. recombinant PfM18AAP, H-Glu-NHMec fluorogenic cleavage. inhibition, % at 7.35 µM. actives 1.2% (n = 290,000). AID 1822;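 active = inhibition above the campaign mean inhibition over all tested compounds plus 3 SD, cut at about 28% in these data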;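 note: 0% = plate median of test compound wells and 100% = 2 mM ZnCl2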
GPR7 antag – antagonists of human GPR7 (neuropeptides B/W receptor 1) | P48145 | GPR7-expressing cells, fluorescence antagonist assay | inhibition, % at 4.4 µM | actives 1.1% (n = 290,000) | AID 1861; in the data active = inhibition above about 16%, passing the limit was not always enough;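 note: cells stimulated with the agonist NPW; 0% = agonist with vehicle and 100% = vehicle without agonist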
Target sequence (P48145 whole entry, looked up): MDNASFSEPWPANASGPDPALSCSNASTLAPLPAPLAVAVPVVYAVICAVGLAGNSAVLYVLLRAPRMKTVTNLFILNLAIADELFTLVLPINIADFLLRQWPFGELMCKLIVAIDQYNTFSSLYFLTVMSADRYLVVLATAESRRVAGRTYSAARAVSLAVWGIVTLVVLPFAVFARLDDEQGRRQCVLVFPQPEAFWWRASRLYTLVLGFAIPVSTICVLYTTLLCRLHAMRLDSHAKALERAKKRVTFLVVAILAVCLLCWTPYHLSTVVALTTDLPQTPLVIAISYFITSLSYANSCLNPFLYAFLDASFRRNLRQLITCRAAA
OXTR agonist – human OXTR agonism; P30559; CHO-OTR cells, Fluo-8 calcium fluorescence; normalized: DMSO 0%, oxytocin 100%; activation, % at 3 µM; actives 0.32% (n = 320,000); AID 2435;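 active = activation above the mean of all tested compounds plus 3 SD, cutoff set per screening run, cut at about 20% in these data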;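 note: peak over basal fluorescence ratio from a 100 s FLIPR kinetic read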
MEKK2 WT-MEK5 – raises or lowers MEK5 binding to wildtype human MEKK2 PB1 domain; Q9Y2U5; bead flow cytometry, Alexa488-MEK5 binding to MEKK2 WT; actives lie on both sides; binding response (% of control), % at 10 µM; actives 1.1% (n = 290,000); AID 1531; in the data active = binding response below about 67% or above about 130%
OXTR potentiate – potentiates the human oxytocin receptor response. CHO-OTR cells, Fluo-8 calcium fluorescence, potentiator mode; 0% = oxytocin EC15, 100% = EC100. activation, % at 3 µM. actives 0.061% (n = 320,000). AID 2445;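 active = activation above that plate's cutoff, the mean activation of tested compounds plus 3 SD, cut at about 6.6% in these data, passing the limit was not always enough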;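 note: 100% uses oxytocin at 75 nM as the full agonist control; some results filed as inactive read as strong as hits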
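test system = CHO-OTR cells, human receptor | compound = single-point 3.0 µM | schedule = 6 min compound pre-incubation at room temperature, 100 s kinetic read | signal = Fluo-8 no-wash calcium dye fluorescence, excitation 470-495 nm, emission 515-575 nm | repeats = single well per compound, singlicate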
NALP1 yeast inh – blocks the NALP1 inflammasome reconstituted in yeast; S. cerevisiae NALP1/ASC/caspase-1 growth, X-gal OD620, 72 h; inhibition, % at 10 µM; actives 0.61% (n = 280,000); AID 2071; in the data active = inhibition mostly above about 24%, no sharp cut-off; inactive = mostly below about 32%; note: some compounds called inactive have numbers as strong as hits
V1R ag counter – activates human V1a receptor in oxytocin agonist counter-screen; P37288; CHO-V1R cells, Fluo-8 calcium fluorescence, agonist mode; 0% DMSO, 100% 3 nM vasopressin; activation, % at 3 µM; actives 0.25% (n = 320,000);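 active = activation above the mean activation of all tested compounds plus 3 SD, per screening run, cut at about 20% in these data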;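 note: signal is peak over basal fluorescence ratio across a 100 second FLIPR read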
An asterisk follows results filed as active; · = not tested or not shown. Compounds were not picked by outcome, and some 4.1% of all compounds hit somewhere here.

canonical_smiles	GalR3 antagonist	MEKK2 mut-MEK5	M18AAP inhibitor	GPR7 antag	OXTR agonist	MEKK2 WT-MEK5	OXTR potentiate	NALP1 yeast inh	V1R ag counter
CCOC(=O)C(C)CC(C)C(=O)N1CCOCCN(C(=O)C(C)CC(C)C(=O)OCC)CCOCC1 (configuration not stated)	-0.1	4.0	-13.6	-2.4	-0.9	106.0	-7.4	6.8	-0.5
COc1ccc(/C=C(\C#N)C(=O)OCC(=O)NCc2ccccc2Cl)cc1	-3.0	-3.0	-0.4	-17.8	0.0	98.0	-10.2	13.4	1.3
COc1cccc(NC(=O)COC(=O)CCS(=O)(=O)c2ccc(C)cc2)c1	0.6	·	-12.4	8.9	-0.4	·	-14.0	-14.1	-0.6
O=c1[nH]c(CN2CCc3ccccc3C2)nc2ccccc12	-1.2	7.0	1.6	-2.2	0.6	107.0	-1.5	20.2	0.0
O=C(Cc1ccsc1)OCC(=O)c1ccccc1	-4.9	·	·	·	-0.4	·	6.2	·	0.8
COc1cc(OC)c2ccc(=O)oc2c1C(CC(=O)N1CCOCC1)c1ccc2c(c1)OCO2 (configuration not stated)	-3.0	-8.0	·	·	0.3	95.0	6.5	-0.4	0.9
C=C(C)COc1ccc(C2NC(=O)c3ccccc3O2)cc1OCC (configuration not stated)	-10.9	3.0	0.8	-21.5	·	106.0	·	-2.0	·
CCC(C)(C)NC(=O)/C=C/c1cccs1	-1.1	-4.0	-4.9	6.5	-1.7	103.0	-6.9	27.5	0.7
COc1ccc(CN2C(=O)c3cccnc3C2=O)cc1S(=O)(=O)NC(C)C	-5.6	1.0	-1.3	-1.7	0.3	101.0	2.4	9.6	-0.6
CC1CCN(c2cc(C#N)c(C#N)cc2[N+](=O)[O-])CC1	-4.9	0.0	-5.8	-6.0	-0.3	100.0	4.6	18.4	1.0
N#CCCn1cc(C(N)=O)c(-c2cccs2)n1	-4.2	1.0	1.2	-4.2	0.6	100.0	-0.6	10.8	1.1
CCN(C(=O)COC(=O)CCn1c(C)csc1=O)c1c(N)n(Cc2ccccc2)c(=O)[nH]c1=O	-4.8	·	·	·	0.8	·	0.8	·	0.6
Cc1ccc(-c2nc3ncccn3c2Nc2ccc3c(c2)OCO3)o1	-5.9	-1.0	-7.8	-6.8	-0.2	108.0	5.7	-2.0	2.2
COc1ccccc1-c1noc(CCC(=O)Nc2cc(C(F)(F)F)ccc2Cl)n1	-5.6	-4.0	2.3	23.3*	5.6	90.0	-8.1	2.5	6.2
COc1ccc(C(=O)NC(NC(=S)Nc2ccc(S(N)(=O)=O)cc2)C(Cl)(Cl)Cl)cc1 (configuration not stated)	2.9	-2.0	2.8	-3.2	-0.4	95.0	-14.8	-6.6	2.9
Nc1ccc(C(=O)N/N=C/c2ccc(N3CCOCC3)s2)cc1	0.6	·	·	·	1.9	·	-6.8	·	1.2
O=C1c2ccccc2C(=O)N1Cc1cc(-c2ccccc2Cl)no1	-2.0	3.0	-4.9	-2.0	-1.4	102.0	-6.2	-4.4	-0.6
CCP(=O)(CC)c1cccc(N)c1	1.7	7.0	-3.9	-5.6	0.4	104.0	4.0	9.9	0.8
Cc1cc(C)n2nc(C(=O)Nc3ccc4c(c3)OCO4)cc2n1	-0.8	4.0	3.3	1.4	-0.9	101.0	-5.5	6.7	-0.8
Cc1ccc(C)c(N2CCN(S(=O)(=O)c3csc(C(N)=O)c3)CC2)c1	-8.2	0.0	-9.8	-23.2	5.6	101.0	-9.9	7.3	6.1
Cc1ccc(OCC(=O)Nc2ccc(NC(=O)c3ccco3)cc2)c(C)c1	-7.5	1.0	-0.7	-10.3	1.1	101.0	-6.5	29.3	3.1
Cc1cccc(C)c1OCC(=O)N/N=C/C=C/c1ccco1	-6.0	-5.0	8.5	4.3	-0.9	99.0	-8.6	-6.0	-1.0
CCOC(=O)c1ccccc1NC(=O)CSc1nnc(COc2ccccc2)n1CC	-5.1	1.0	2.3	6.6	-2.2	99.0	-3.3	-3.6	-1.5
COC(=O)c1cc(C#N)c(SCc2ccccc2)nc1C	-6.3	12.0	0.9	4.0	0.1	107.0	-7.2	28.3	-0.5
NC(=O)C1c2ccccc2CSc2ccccc21 (configuration not stated)	3.0	0.0	7.0	-11.7	0.3	102.0	-3.6	-38.3	1.1
Cc1cc(C)n(CC(O)COc2ccc(Cl)cc2)n1 (configuration not stated)	-8.8	1.0	3.2	-11.3	-0.3	101.0	-6.6	3.7	0.3
Cc1cc(Cl)c2c(c1)[C@]1(C(=O)N2)[C@@H]2C(=O)N(Cc3ccccc3)C(=O)[C@@H]2[C@@H]2CCCN21	-8.8	2.0	3.4	-11.5	-0.6	105.0	-3.4	11.8	-1.2
COc1ccc(C(=O)C[n+]2cccc3cc(OC)ccc32)cc1	-11.3	3.0	-1.0	-3.5	7.1	105.0	-7.5	15.1	0.7
COc1ccc(-c2ccc(-c3noc(-c4cccc(OC)c4)n3)c(OC)n2)cc1	-7.7	-2.0	7.7	5.0	0.2	97.0	-7.8	0.4	0.7
CCCc1nc2ccccc2c(=O)n1/N=C/c1ccc(O)cc1	-0.5	8.0	9.8	-8.3	4.9	104.0	-10.2	29.1	4.7
CC(C(=O)Nc1ccc(S(=O)(=O)N2CCOCC2)cc1)N(c1ccccc1)S(C)(=O)=O (configuration not stated)	-1.7	8.0	2.5	-7.7	2.1	100.0	-12.9	0.9	1.4
N=c1c2c(ncn1CCN1CCOCC1)Oc1cc(O)ccc1C2c1ccccc1 (configuration not stated)	4.4	1.0	2.1	-9.4	4.2	104.0	-9.6	-1.1	6.0
COc1ccc(NC(=O)CSc2nnc(CNC(=O)COc3ccc(Cl)cc3)o2)c(OC)c1	-0.1	6.0	-2.2	-5.7	-0.4	110.0	-9.7	-2.5	-0.6
CC(C)(C)OC(=O)NC(CC(=O)OCc1ccccc1)C(=O)O (configuration not stated)	-3.3	21.0	3.4	-11.8	-0.2	120.0	3.8	5.5	0.8
COC(=O)C1=C(N)Oc2c(oc(CO)cc2=O)C1c1c(F)cccc1Cl (configuration not stated)	2.1	-9.0	3.7	-16.9	0.6	89.0	-12.3	17.2	-0.6
CN(c1ccc(-c2csc(NC(=O)C3CC(=O)N(Cc4ccco4)C3)n2)cc1)S(C)(=O)=O (configuration not stated)	-3.6	·	·	·	0.4	·	-10.2	·	1.1
COCCC(=O)NC1CCCc2c1cnn2-c1cccc(C)c1C (configuration not stated)	-2.5	3.0	4.2	-10.3	0.9	103.0	-4.5	-4.3	1.5
CC(C)[C@H](NC(=O)c1ccccc1Cl)C(=O)OCC(=O)NC(=O)NCc1ccco1	2.0	·	·	·	-0.4	·	-6.3	·	-0.4
Cc1ccc(C)n1-c1cc(S(=O)(=O)N2CCOCC2)ccc1N1CCCC1	-1.8	0.0	3.7	-1.9	-1.1	97.0	-11.0	-7.7	0.1
Cc1c(C2=CCN(S(=O)(=O)c3ccc(Br)cc3)CC2)c2ccccc2n1C	-1.9	0.0	-4.2	9.4	2.2	103.0	-8.7	29.6	3.7
CCCc1[nH]nc2c1C(c1ccc(Br)s1)C(C#N)=C(N)O2 (configuration not stated)	·	3.0	23.2	6.3	-0.1	95.0	-3.6	-5.4	0.9
CCN(CC)c1ccc(N2C(=O)c3ccccc3C2=O)cc1	-3.9	7.0	8.3	0.0	-0.2	109.0	-15.0	10.0	-0.3
c1coc(-c2nnc3n2C2(CCCC2)Cc2ccccc2-3)c1	-5.3	-6.0	3.0	-12.9	-1.3	96.0	-4.7	24.7	-0.5
O=C(CSc1nnc(CNC(=O)c2ccco2)o1)Nc1cccc(C(F)(F)F)c1	-0.7	0.0	-2.4	-4.2	3.3	100.0	-6.9	4.9	4.4
Cc1cc(Oc2ccc(Cl)cc2)nc(-c2ccccn2)n1	-6.2	3.0	1.4	-8.5	-1.8	101.0	0.4	·	-0.5
O=[N+]([O-])c1cccc(C(=Nc2ccccc2Cl)NO)c1	-5.8	2.0	-2.5	-7.8	-1.1	104.0	2.6	29.1	-0.4
COc1ccccc1C(=O)NCCC(=O)N(C)CC(=O)Nc1ccc(C)cc1	-4.7	·	·	·	-0.8	·	1.1	·	0.1
CCNc1nc(NCC)nc(N(C)/N=C/c2ccco2)n1	-12.9	2.0	12.3	1.0	-0.4	101.0	-9.1	8.9	0.7
C=CCSC1=N/C(=C\c2ccc(C)o2)C(=O)S1	-5.8	-1.0	-0.3	-3.0	-0.8	103.0	-8.5	-8.2	0.3
O=C(c1ccc(Cl)cc1[N+](=O)[O-])N1CCc2ccccc2C1	-3.5	-5.0	-2.6	-1.9	-2.5	94.0	-1.1	1.9	-0.8
CCn1nc(C)cc1-c1nnc(Sc2ncc([N+](=O)[O-])s2)n1C	-6.0	3.0	-148.7	-1.4	1.0	103.0	-7.6	23.6	0.0
O=C(OCc1cc(Cl)ccc1OC(F)F)c1ccc([N+](=O)[O-])o1	·	-3.0	6.7	-5.0	-1.2	96.0	4.3	14.5	-0.8
O=C1CC(c2ccccc2)Sc2ccccc2N1 (configuration not stated)	3.6	-9.0	4.1	-11.7	-1.0	80.0	-1.0	-26.0	0.6
COc1cc(CN2CCN(Cc3ccc4cc(F)ccc4n3)CC2CCO)cc(OC)c1 (configuration not stated)	-11.4	15.0	-11.9	-16.7	-0.1	111.0	1.2	10.8	2.1
COc1ccccc1N1CCN(C2CCCN(C(=O)Cn3cccn3)C2)CC1 (configuration not stated)	-1.7	2.0	-12.0	-2.6	-0.3	103.0	-2.1	24.6	0.0
Cc1[nH]c(=O)[nH]c(=O)c1S(=O)(=O)N1CCC(C(=O)N2CCN(c3cccc(C(F)(F)F)c3)CC2)CC1	0.2	-1.0	2.8	-9.7	-0.1	96.0	-9.5	-3.0	1.3
